a7 integrin act – integrin-mediated muscular dystrophy alleviation activation. alpha7betagal myoblasts, beta-gal FDG fluorescence, 48 h. Potency, µM (doses to about 38.3 µM), inactives show top-dose activation, most hits filed as activators. 350,000 compounds, 0.064% hits;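 note: potency is the fitted concentration of half-maximal effect; 100% = response of the positive control SU9516; nearly all actives have a fitted effect of over 60% in size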
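alpha7betagal+/- myoblasts (passage 13, 250/well) treated 48 h at 37C with compounds at 1:260 dilution of DMSO stock. Lysed, then beta-galactosidase activity read as FDG fluorescence (ex 480/em 540) after 30 min, with pre-read for autofluorescence.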
Chronic BCR inh – blocks chronic active B-cell receptor signaling. Potency, µM (highest dose often 46.1 µM), for inactives: at the top dose ratio change, negative = lower green/red ratio, most hits filed as inhibitors. AID 493014. 340,000 compounds, 0.05% hits. ABC-DLBCL IkBa-CBG/CBR reporter, luminescence ratio, 4 h; active = well fitted inhibition curve with a large enough effect in the signal ratio, with a control signal flat, not every such curve was filed as active; inconclusive = small, poorly fitted or top-dose-only effect, or effect the other way, or a change in a side signal; the % refers to the signal ratio;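 note: potency is the fitted concentration of half-maximal effect; plate controls were basal doxycycline-induced cells for no effect and cells given 10 µM MG132 for full effect; MG132 reads +100%, hits lower the ratio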
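Compounds up to 46 uM were incubated four hours with TMD8 cells whose green CBG68 luciferase is fused to IkappaBalpha; red CBR luminescence normalised the signal, and concentration-effect curves were fitted to fusion, red and ratio data.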
FBPA coupling cs – coupling enzyme interference in Giardia aldolase counter-screen; coupling enzyme system counterscreen, AmpLite Red fluorescence; activity change, negative = inhibition, % at 58.2 µM, hits read low; 290,000 compounds, 0.67% hits; AID 2472; in the data active = activity change below about -30%; note: % is set by controls: 0 for no effect and ±100 for the full control effect
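First, compound is pin-transferred into glyceraldehyde-3-phosphate coupling-enzyme reagent at 57.5 uM final and held 10 min at RT. Next, substrate, coupling system and AmpLite Red are added. After 20 min RT, fluorescence (525/598 nm) is read.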
Tb PFK inh – blocks T. brucei phosphofructokinase; 330,000 compounds, 0.17% hits; AID 485367; Potency, µM (highest dose often 57.5 µM), for the others: top-dose activity, negative = inhibition, actives largely listed as inhibitors; T. brucei PFK, ADP-Glo luminescence;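 note: potency is the fitted concentration of half-maximal effect; 0% = uninhibited 1x PFK enzyme wells and -100% = no-enzyme wells; nearly all actives have a fitted effect of over 60% in size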
Target sequence (O15648 whole entry, looked up): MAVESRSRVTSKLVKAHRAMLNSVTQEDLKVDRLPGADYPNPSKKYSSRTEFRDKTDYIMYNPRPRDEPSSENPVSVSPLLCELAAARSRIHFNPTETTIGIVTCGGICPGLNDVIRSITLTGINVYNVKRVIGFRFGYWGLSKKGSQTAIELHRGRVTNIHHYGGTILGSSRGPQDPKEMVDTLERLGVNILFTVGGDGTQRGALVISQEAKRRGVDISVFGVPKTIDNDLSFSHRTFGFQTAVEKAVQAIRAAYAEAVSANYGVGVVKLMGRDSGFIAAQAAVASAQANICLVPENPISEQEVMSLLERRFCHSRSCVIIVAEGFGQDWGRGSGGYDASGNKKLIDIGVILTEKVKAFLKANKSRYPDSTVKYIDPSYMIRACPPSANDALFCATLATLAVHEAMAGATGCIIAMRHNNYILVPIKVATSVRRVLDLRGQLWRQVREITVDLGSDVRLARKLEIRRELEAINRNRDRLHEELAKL
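PFK 1.25 nM, F6P 0.5 mM, ATP 0.1 mM, 0.1 M TEA pH 8.0, 5 mM MgCl2, 0.01% Tween20, 0.1% BSA; 45 min RT. ADP-Glo readout. qHTS titration up to 57 uM; curves fitted, compounds curve-classed.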
Menin MLL FP TR – menin-MLL binding inhibition, Texas Red mutant peptide; 270,000 compounds, 0.23% hits; O00255; AID 1768; Menin + Texas Red MLL mutant peptide, fluorescence polarization; Potency, µM (series often up to 61.6 µM), for the others: at the top dose FP activity change, negative = inhibition, hits mostly inhibitors; active = well fitted inhibition curve with a large enough effect in the polarisation, with a control signal flat, not every such curve was filed as active; inconclusive = small, poorly fitted or top-dose-only effect, or effect the other way, or a change in a side signal; inactive = no such curve, though single readings can be large or run the other way; the % refers to the polarisation; note: potency is the fitted concentration of half-maximal effect; % of control where 0% means no effect; many of its hits are not listed in these tables
Giardia kill – Giardia lamblia killing; Giardia lamblia trophozoite viability; activity change, % at 7.66 µM, hits read low; 340,000 compounds, 0.15% hits; AID 540267; in the data active = activity change below about -80%; inconclusive = between about -30% and that limit;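 note: parasites exposed to compound for two days anaerobically before the ATP read; % is set by controls: 0 for no effect and ±100 for the full control effect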
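Compounds were tested on trophozoites seeded at 100 cells/well and held 48 hrs at 37 deg C anaerobically. An ATP-based luminescent kit measured the remaining live cells.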
ASM inhibitor – human S-ASM enzyme inhibition; P17405; placental ASM, HMU-PC fluorogenic substrate, 60 min; 340,000 compounds, 0.006% hits; Potency, µM (highest dose often 57.5 µM), inactives show top-dose activity change, negative = inhibition, most hits filed as inhibitors; AID 504937; note: potency is the fitted concentration of half-maximal effect
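Fluorescence read-out (Ex 386 nm, Em 447 nm) after stopping the reaction at pH 10. Enzyme: ASM from human placenta; substrate HMU-PC0, 9 uM final; 60 min, 37 °C. Compound preincubation 10 min, ambient temperature.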
B2AR arrestin – beta2AR (human) beta-arrestin recruitment activity | P07550 | beta-arrestin recruitment to beta2AR, cell-based reporter | Potency, µM (top dose mostly 46.1 µM), for inactives: at the highest dose activation, most hits filed as activators | 330,000 compounds, 0.02% hits | AID 492947;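 note: potency is the fitted concentration of half-maximal effect; 0% = DMSO controls and full agonism = EC100 isoproterenol or metaproterenol; nearly all actives have a fitted effect of over 65% in size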
Target sequence (P07550 whole entry, looked up): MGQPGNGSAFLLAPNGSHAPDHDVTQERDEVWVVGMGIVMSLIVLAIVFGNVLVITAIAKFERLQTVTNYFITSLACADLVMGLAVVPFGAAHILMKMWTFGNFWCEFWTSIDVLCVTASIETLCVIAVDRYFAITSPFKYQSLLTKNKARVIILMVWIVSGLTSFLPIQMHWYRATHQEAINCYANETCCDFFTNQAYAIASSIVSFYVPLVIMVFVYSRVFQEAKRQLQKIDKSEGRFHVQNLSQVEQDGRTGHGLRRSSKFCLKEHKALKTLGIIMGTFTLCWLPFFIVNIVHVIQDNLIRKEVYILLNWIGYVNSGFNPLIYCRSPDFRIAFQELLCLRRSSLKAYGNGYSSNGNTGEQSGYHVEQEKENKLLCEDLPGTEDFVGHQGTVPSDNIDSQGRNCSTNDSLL
PKM2 act – increases activity of human pyruvate kinase M2; P14618; purified PKM2, Kinase-Glo ATP luminescence, activation; response scale: 0% is enzyme alone, no compound; Potency, µM (series often up to 57.5 µM), inactives show at the top dose activation, actives largely listed as activators; 260,000 compounds, 0.34% hits; note: potency is the fitted concentration of half-maximal effect; % is set by controls: 0 for no effect and ±100 for the full control effect; nearly all actives have a fitted effect of over 55% in size
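ATP formation by purified human PK-M2, quantified via coupled luciferase luminescence after 1 h at room temperature with 0.1 mM ADP and 0.5 mM PEP final.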
GALK inhibitor – inhibitors of human galactokinase | 270,000 compounds, 0.007% hits | Purified GALK, Kinase-Glo residual ATP luminescence | Potency, µM (series often up to 57.5 µM), inactives show at the highest dose activity change, negative = inhibition, most hits filed as inhibitors | P51570; note: potency is the fitted concentration of half-maximal effect; % is set by controls: 0 for no effect and ±100 for the full control effect
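Galactose (100 uM) and ATP (35 uM) were turned over by 5 nM GALK for 1 h at RT. Kinase-Glo Plus then converted the remaining ATP into a luminescent signal.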
PTAP TSG101 blk – blocks PTAP/TSG101 interaction to inhibit HIV-1 budding. AID 493005. Potency, µM (top dose mostly 115 µM), for the others: top-dose activity change, negative = inhibition, actives largely listed as inhibitors. 340,000 tested, under 10 active. Fluorescence polarization, FITC-PTAP peptide / Tsg101 binding; active = well fitted inhibition curve with a large enough effect in the main read-out, with a control signal flat, not every such curve was filed as active; inconclusive = small, poorly fitted or top-dose-only effect, or effect the other way, or a change in a side signal; inactive = no such curve, though single readings can be large or run the other way; note: potency is the fitted concentration of half-maximal effect; % of control where 0% means no effect
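Fluorescence polarization binding of Tsg101 binding domain (10 uM final) to FITC-labeled PTAP peptide (50 nM final) in HEPES pH 7.5 buffer with NaCl, Tween 20, EDTA, TCEP. Compounds added before peptide; binding 20 min at RT.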
* = called active by the depositor; ? = inconclusive; · = no result given; & = joins results of further samples; [ ] = another dose, or the depositor's remark. Unless noted, calls come from the whole dose curve; as a rule, active = well fitted curve in the direction sought with a large enough effect; inconclusive = small, poorly fitted or top-dose-only effect, or another doubt; inactive = no such curve, though single readings can be large; an effect the other way counts as inactive or inconclusive. The list is partial. The share of hits here may be higher or lower than overall.

Sequence of screens: a7 integrin act, Chronic BCR inh, FBPA coupling cs, Tb PFK inh, Menin MLL FP TR, Giardia kill, ASM inhibitor, B2AR arrestin, PKM2 act, GALK inhibitor, PTAP TSG101 blk
1	Cc1nn(CCC(=O)NNC(=S)Nc2cccc(Cl)c2)c(C)c1[N+](=O)[O-]
    -11%[7.66 µM], ?, 2, -9%, 7%, 12, -2%, 0.1%, -8%, 1%, -3%
2	O=C(O)c1cc([N+](=O)[O-])ccc1NCc1cccnc1
    1%, 3%, -2, 1%, 18%, 8, 0%, -0.1%, -11%, -4%, -2%
3	COC(=O)c1sccc1NC(=O)CN(C)NS(=O)(=O)c1ccc(F)cc1
    -22%, ?, -3, 0%, 12%, -3, -2%, 0.2%, 4%, -1%, 1%
4	CCCS(=O)(=O)N1CCN=C1SCc1cccnc1
    25%, 9%, 0, -3%, -19%, -7, 2%, 0.5%, 9%, -1%, 1%
5	COc1cc(NC(=O)c2ccc(F)cc2)c(OC)cc1NC(=O)CN1CCOCC1
    2%, 5%, 1, 0%, -3%, 28, 0%, -0.1%, -7%, 10%, 1%
6	COc1ccc(-c2nn(-c3ccccc3)cc2/C=N/O)cc1OC
    -10%, ?, 0, 2%, 40%[activator], -15, 1%, 0.1%, ·, 1%, -2%
7	Cc1cc(C)n2nnnc2c1C#N
    2%, ?, 4, 0%, 2%, -7, 6%, -0.2%, 1%, 1%, -5%
8	O=C(c1cccc(F)c1)N1CCN(c2cc(N3CCCCC3)c(F)cc2[N+](=O)[O-])CC1
    20%, 7%, 2, -5%, -18%, -4, -12%, -0.2%, 1%, -2%, -4%
9	CC(=O)c1nnn(-c2ccccc2C#N)c1C
    2%, 2%, 1, -1%, ·, 14, 1%, -0.6%, -2%, 2%, 0%
10	COc1ccc(/C(C)=N/NC2=NCCN2)cc1Cl
    -22%, 2%, 0, -5%, -20%, -8, -1%, 0.5%, ·, 1%, -2%

An excerpt from above in order of their number in ASM inhibitor, rising:
item	Compound	ASM inhibitor
8	O=C(c1cccc(F)c1)N1CCN(c2cc(N3CCCCC3)c(F)cc2[N+](=O)[O-])CC1	-12%
3	COC(=O)c1sccc1NC(=O)CN(C)NS(=O)(=O)c1ccc(F)cc1	-2%
10	COc1ccc(/C(C)=N/NC2=NCCN2)cc1Cl	-1%
2	O=C(O)c1cc([N+](=O)[O-])ccc1NCc1cccnc1	0%
9	CC(=O)c1nnn(-c2ccccc2C#N)c1C	1%
7	Cc1cc(C)n2nnnc2c1C#N	6%

Continuation.
Sequence of screens: a7 integrin act, Chronic BCR inh, FBPA coupling cs, Tb PFK inh, Menin MLL FP TR, Giardia kill, ASM inhibitor, B2AR arrestin, PKM2 act, GALK inhibitor, PTAP TSG101 blk
11	CCOc1ccc(C(=O)NCC(=O)N2CCCCCCC2)cc1OCC
    -1%, -7%, ·, 10%, ·, -7, 0%, -0.9%, ·, ·, 0%
12	Cc1cccc(NC(=O)N2CCCCCC2)c1
    20%, -1%, 0, 3%, -3%, -16, 4%, -1.0%, 2%, -2%, 0%
13	COc1ccc(OC)c(CC(NC(C)=O)C(=O)NC2CCN(S(=O)(=O)c3ccc(NC(C)=O)cc3)CC2)c1 (stereo not given)
    25%, 3%, 2, 0%, ·, 11, -2%, -0.2%, ·, 0%, -2%
14	Cc1ccc(NC(=S)N2CCN(c3ccccn3)CC2)c(C)c1
    5%, 0%, 0, 0%, ?, -2, 2%, -0.4%, 7%, -1%, -2%
15	O=[N+]([O-])c1ccc(Sc2nccn2Cc2ccccc2)cc1
    -12%, 15%, -5, 1%, -8%, 0, 0%, 0.2%, 3%, ·, -2%
16	O=C(O)c1ccc(Nc2nc3ccc(Cl)cc3[nH]2)cc1
    12%, ·, 1, -29%, 21%, -17, 3%, 0.6%, -6%, ·, -7%
17	CC(C)CC(=O)NC(=S)Nc1ccc(NC(=O)c2ccco2)cc1
    -1%, ?, -2, -7%, 4%, -17, -1%, -0.4%, -6%, ·, -2%
18	Cc1ccc(NCC(=O)N/N=C\c2ccc[nH]2)cc1
    -3%, ?, -7, -1%, ·, -7, 0%, 4.0%, 9%, 2%, -2%
19	Cc1ccc(-c2nc3cc(N)ccc3o2)cc1Br
    ?, ?, -10, 1%, 25%, -8, 29%, 0.0%, -4%, 2%, -4%
20	Cc1cc(C=O)c(C)n1-c1ccc(Cl)c(C(=O)O)c1
    7%, -2%, 4, ?, -15%, 29, -2%, 3.4%, ?, 7%, -8%

Later entries.
Sequence of screens: a7 integrin act, Chronic BCR inh, FBPA coupling cs, Tb PFK inh, Menin MLL FP TR, Giardia kill, ASM inhibitor, B2AR arrestin, PKM2 act, GALK inhibitor, PTAP TSG101 blk
21	Cc1nnsc1C(=O)Nc1ccc(S(=O)(=O)N2CCCCC2C)cc1 (stereo not given)
    -7%, -17%, 4, 0%, 28%, 14, 0%, 0.1%, 0%, 8%, -2%
22	O=C(CCc1ccccc1)NC(=S)Nc1cc(C(F)(F)F)ccc1N1CCOCC1
    -49%[inhibitor], 28%, -9, -5%, -6%, -13, -9%, -0.5%, 0%, 0%, -3%
23	CCOC(=O)C1=C(C)NC(C)=C(C(=O)OCC)C1C
    33%, ?, 0&2, 2%&-2%, -1%, -10, 52%[activator], -0.7%&-0.5%, 2%&3%, ·, -1%
24	COc1ccc(N(C(C)C(=O)NN=C2CCCCCCC2)S(C)(=O)=O)cc1 (stereo not given)
    -9%, -1%, -2, -3%, 0%, 4, 2%, 0.5%, -10%, -3%, -2%
25	COC(=O)c1cc(-c2c(-c3cc(OC)c(OC)c(OC)c3)noc2C)cc([N+](=O)[O-])c1
    -2%, ?, -2, 2%, -27%, -3, -9%, -0.7%, 1%, ·, 4%
26	Cc1cccc(-n2c(O)c(C=Nc3cccc(O)c3)c3ccccc3c2=O)n1
    22%, 9%, -2, 9%, ·, 16, -2%, 0.1%, -2%, -3%, -4%
27	CCOC(=O)N1CCC(n2c(=S)[nH]c3ccccc3c2=O)CC1
    8%, 2%, 5, 0%, 5%, -1, 1%, 0.0%, 1%, -1%, -1%
28	CC(=O)c1ccc(NC(=O)C(C)OC(=O)c2cccc(-n3cnnn3)c2)cc1 (stereo not given)
    -3%, -18%, ·, -2%, ·, 6, -3%, -0.3%, ·, ·, -1%
29	Cc1ccc(Cn2c(C(=O)NCCCN3CCOCC3)cc3sccc32)cc1
    0%, -1%, 0, -9%, -6%, 3, -2%, -0.3%, 3%, -4%, -9%
30	COC(=O)c1nnn(CC(=O)Nc2cccc(Cl)c2)c1C(=O)OC
    4%, 1%, -1, 3%, 1%, -4, 2%, 0.0%, 2%, 0%, -3%
31	COc1cccc(/C=N/NC(=O)CCn2nnc3ccccc32)c1
    27%, -12%, 0, -2%, 3%, -21, -1%, -0.1%, 4%, 1%, -1%
32	CCO[C@@H]1OC(C(=O)Nc2ccccc2)=C[C@H](c2ccc(Br)cc2)[C@H]1CCCO
    -2%, 6%, 0, -3%, 38%[activator], -4, -12%, -0.7%, 3%, 3%, -1%
33	COc1ccc(NC(=O)CN(C)C(=O)CC2CCCCC2)cc1
    0%, ?, ·, 7%, ·, 7, 3%, 0.5%, ·, ·, -3%

Given tab-delimited: part of the list above
#	molecule	a7 integrin act	Chronic BCR inh	FBPA coupling cs	Tb PFK inh	Menin MLL FP TR	Giardia kill	ASM inhibitor	B2AR arrestin	PKM2 act	GALK inhibitor	PTAP TSG101 blk
21	Cc1nnsc1C(=O)Nc1ccc(S(=O)(=O)N2CCCCC2C)cc1 (stereo not given)	-7%	-17%	4	0%	28%	14	0%	0.1%	0%	8%	-2%
22	O=C(CCc1ccccc1)NC(=S)Nc1cc(C(F)(F)F)ccc1N1CCOCC1	-49%[inhibitor]	28%	-9	-5%	-6%	-13	-9%	-0.5%	0%	0%	-3%
